# GPR55 beta-arrestin = GPR55 agonists via beta-arrestin recruitment, primary screen, imaging, U2OS cells, beta-arrestin-GFP redistribution (AID 1961); U2OS GPR55 beta-arrestin-GFP redistribution imaging; higher % means a stronger effect; hit rate 0.048% among 290,000; one-dose activation, % at 10 µM; EC50 in µM for titrated hits;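 active = activation above 40% with more than 50 cells counted in the well; inconclusive = wells holding fewer than 50 cells, flagged as toxic or sparse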;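 note: U2OS osteosarcoma cells stably expressing GPR55 and beta-arrestin-GFP; plate controls were DMSO negative control for no effect and LPI positive control for full effect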
# GPR55 LPI antagonism = inhibition of LPI-stimulated GPR55 beta-arrestin translocation – imaging, U2OS, beta-arrestin-GFP, LPI agonist, primary screen (AID 2013); U2OS GPR55 beta-arrestin-GFP translocation imaging, LPI antagonism; higher % means a stronger effect; inhibition, % at 10 µM; hits with a dose series show IC50 in µM; hit rate 0.13% among 290,000;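 active = spots per cell inhibited over 60%, with over 100 cells counted and total cytoplasm intensity under 500,000; inconclusive = wells with under 100 cells, flagged as likely toxic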;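 note: U2OS cells stably carrying GPR55 and arrestin-GFP stimulated by 5 µM LPI near EC80; imaged beta-arrestin-GFP aggregate spots per cell after agonist stimulation; plate controls were LPI-stimulated DMSO wells for no effect and DMSO wells without LPI for full effect; some results filed as inactive read as strong as hits; confirmed hits need IC50 under 10 µM and bright autofluorescent wells are also inconclusive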
# KOR beta-arrestin-1 = kappa opioid receptor blockers – cell-based, luminescence, uHTS (AID 1778) | KOR beta-arrestin recruitment, luminescence, antagonist mode; higher % means a stronger effect | hit rate 0.091% among 290,000 | inhibition, % at 10 µM, or IC50 in µM where a hit was titrated; in the data active = inhibition above about 50%; note: strong numbers were not always called active
# West Nile virus CPE = inhibition of WNV-induced cytopathic effect – cell-based, CPE readout (AID 1621). West Nile virus-infected cells, CPE inhibition; higher % means a stronger effect. hit rate 0.02% among 290,000. CPE inhibition, % at 10 µM, or IC50 in µM where a hit was titrated; in the data active = a potency from the dose series; inconclusive = CPE inhibition mostly from about 3.7% at the one dose, without a potency; inactive = the rest, 99 in 100 with CPE inhibition below about 2.2%; note: strong numbers were not always called active
# NS5 inhibitors = flavivirus cap methylation enzyme inhibition – biochemical, confirmation dose response, primary screen (AID 588689); Dengue-2 NS5 methyltransferase capping enzyme assay, biochemical; higher % means a stronger effect; inhibition, % at 25 µM; hits with a dose series show IC50 in µM; hit rate 0.3% among 340,000; in the data active = a potency from the dose series; inconclusive = inhibition above about 29% without an active follow-up result
# KOR beta-arrestin-2 = KOR agonists, beta-arrestin recruitment, primary screen, cell-based, luminescence, uHTS (AID 1777). KOR beta-arrestin recruitment, luminescence; higher % means a stronger effect. activation, % at 10 µM; hits with a dose series show EC50 in µM. hit rate 0.02% among 280,000; in the data active = activation above about 50%, passing the limit was not always enough; note: a part of the inactive calls stands beside numbers as strong as those of hits
# NOD1 NF-kB reporter = NOD1 signaling inhibitors, primary screen, cell-based, luminescence, uHTS (AID 1578) | inhibition, % at 4 µM, or EC50 in µM where a hit was titrated | NOD1-driven NF-kB luciferase reporter cells, luminescence; higher % means a stronger effect | hit rate 1% among 290,000; in the data active = inhibition mostly above about 36%, no sharp cut-off; inactive = mostly below about 34%;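 note: HEK-293T reporter cells stimulated with the NOD1 agonist gamma-tri-DAP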
# HIV fusion peptide = inhibitors of HIV fusion peptide binding, primary screen, biochemical, uHTS, fluorescence dequenching (AID 1986). cell-free peptide binding, fluorescence dequenching, 30 min; higher % means a stronger effect. hit rate 0.3% among 290,000. inhibition, % at 20 µM, or IC50 in µM where a hit was titrated; in the data active = inhibition mostly above about 52%, no sharp cut-off; inactive = mostly below about 76%; note: some results filed as inactive read as strong as hits
# GPR35 arrestin U2OS = GPR35 antagonists blocking zaprinast-driven arrestin recruitment, primary screen, imaging, U2OS, beta-arrestin-GFP, zaprinast agonist (AID 2058); hit rate 0.052% among 290,000; U2OS GPR35 beta-arrestin-GFP translocation imaging, zaprinast antagonism; higher % means a stronger effect; one-dose inhibition, % at 10 µM; IC50 in µM for titrated hits;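 active = inhibition of at least 50% with at least 30 cells and total cytoplasm GFP at most 10,000,000; inconclusive = under 30 cells or total GFP of 10,000,000 plus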
# An asterisk follows results filed as active; ? = inconclusive; / = not tested or not shown; [ ] = another dose, or the depositor's remark. Not all compounds are listed; rates above refer to the full screens.
SMILES,GPR55 beta-arrestin,GPR55 LPI antagonism,KOR beta-arrestin-1,West Nile virus CPE,NS5 inhibitors,KOR beta-arrestin-2,NOD1 NF-kB reporter,HIV fusion peptide,GPR35 arrestin U2OS
O=C(NNC(=O)C1CCN(Cc2ccccc2)CC1)c1cccs1,0.2%,-1%,23%[20 µM],-0.4%,-19%,-2.4%,-10%,-0.1%,-13%
COc1cccc(OCCNS(=O)(=O)c2cccc([N+](=O)[O-])c2)c1,-0.2%,13%,5%,-0.7%,-1%,-8.0%,-27%,-1.3%,-4%
CCc1cc(=O)oc2c(C)c(OCC(=O)N3CCC[C@@H]3C(=O)O)ccc12,0.1%,2%,-3%[20 µM],-0.1%,1%,1.6%,-18%,3.4%,-9%
Cc1ccc(NC(=O)Nc2sc(=S)n(C)c2C)cc1,-0.1%,19%,5%,/,-24%,-1.4%,7%,1.8%,6%
COC(=O)Nc1c(-c2ccccc2)nc2ccccn12,0.3%,3%,4%,0.9%,-6%,-1.0%,-18%,0.5%,10%
COc1cccc(NC(=O)c2ccc3snnc3c2)c1,0.4%,-2%,-23%,1.0%,-3%,-3.4%,-8%,0.8%,17%
OCC(CO)(CO)n1cnnn1,-0.2%,-1%,6%,0.5%,-9%,-4.0%,-26%,-2.4%,18%
Cc1ccc(-n2c(Cc3noc4ccccc34)n[nH]c2=S)cc1,-0.2%,6%,-18%,-0.4%,9%,0.5%,36%,-1.9%,-6%
CCOC(=O)C1=C(C)NC2=C(C(=O)CC(C)(C)C2)C1c1ccsc1 (stereo unspecified),-0.1%,-7%,-117%,-0.9%,-8%,0.7%,-13%,2.0%,5%
CCC1=NN2C(=N)/C(=C\c3ccc(OCCOc4ccc(NC(C)=O)cc4)c(OC)c3)C(=O)N=C2S1,0.0%,0%,-4%,-0.3%,5%,1.8%,-16%,22%,-13%
CN(C)CCN(C(=O)c1ccc(S(=O)(=O)N2CCc3ccccc32)cc1)c1nc2ccc(F)cc2s1,0.0%,0%,15%,0.5%,-7%,4.1%,-31%,3.4%,8%
N=c1n(CCN2CCCC2)c2ccccc2n1CC(O)c1ccco1 (stereo unspecified),0.0%,20%,/,-0.7%,?,/,2%,5.1%,-14%
N#Cc1cc([N+](=O)[O-])ccc1N1CCCC1,-0.5%,-2%,0%,-0.2%,-4%,1.2%,-27%,5.1%,11%
CC(NS(=O)(=O)c1ccc(OCC(=O)Nc2cccc([N+](=O)[O-])c2)cc1)c1ccccc1 (stereo unspecified),-0.1%,16%,-3%,-1.1%,2%,-2.1%,8%,-1.3%,16%
O=c1c2nccnc2[nH]c(=S)n1Cc1ccccc1Cl,0.8%,12%,-4%,0.5%,-2%,-4.4%,-31%,-0.3%,2%
O=C(O)[C@@H]1CSC2c3ccccc3C(=O)N21 (stereo partly specified),0.2%,-4%,18%,0.0%,-15%,0.2%,-4%,0.5%,-3%
COCc1cc(=O)[nH]c(SCC(=O)c2ccccc2)n1,0.0%,1%,-7%,-0.2%,3%,1.6%,-8%,-0.6%,-15%
COc1ccc(CCN2CC(C(=O)NCc3c(C)n[nH]c3C)CCC2=O)cc1 (stereo unspecified),-0.1%,14%,-15%,0.0%,-7%,9.9%,-15%,0.6%,10%
CCOc1ccc(CCNC(=O)CSc2nnnn2C)cc1OCC,-0.2%,-7%,7%,0.9%,-1%,-0.4%,-24%,-1.5%,0%
Cc1ccc(SC(CC(=O)c2ccc(F)cc2)C(=O)O)cc1 (stereo unspecified),0.4%,4%,37%,-0.8%,0%,-4.9%,-6%,-1.1%,6%
O=C(O)CCSc1nc2ccccc2n1Cc1ccccc1,-0.3%,-20%,-28%[20 µM],0.3%,1%,1.7%,-6%,0.0%,-7%
CCCn1c(SCC(=O)Nc2nnc(CC)s2)nnc1-c1ccncc1,-0.1%,14%,15%[20 µM],-0.5%,/,/,-5%,-0.9%,15%
O=S1(=O)CCN(Cc2ccc(F)cc2)CC1,-0.2%,2%,-2%,0.3%,-4%,-3.0%,-33%,-0.6%,-15%
COc1ccc(C(=O)c2cnc[nH]2)cc1,0.5%,8%,24%,0.3%,/,2.5%,2%,-0.3%,-5%
Cc1cc(Nc2ccc(C(=O)N3CCCCC3)cc2)c2cccc(C)c2n1,-0.1%,11%,5%,-1.1%,0%,-0.2%,-9%,-0.3%,-3%
Cc1ccc(S(=O)(=O)n2[nH]c(=O)c(CCO)c2C)cc1,0.5%,5%,-27%,0.0%,/,-0.9%,-20%,-0.9%,17%
Cc1ccc(C)c(NC(=O)C2CCCN2/C=C/C(=O)C(F)(F)F)c1 (stereo unspecified),-0.5%,6%,16%,-0.5%,-2%,-3.0%,-14%,1.0%,-4%
COc1ccccc1-c1nnc(SCC(=O)O)n1-c1ccccc1,0.7%,5%,-8%[20 µM],-0.3%,-5%,/,-36%,-0.2%,13%
COc1ccccc1NC(=O)c1ccccc1C(=O)Nc1ccccc1OC,-0.1%,5%,3%,-0.4%,-3%,1.9%,-22%,-0.7%,-5%
CCNS(=O)(=O)c1ccc(CCC(=O)N2CCN(c3ccccc3F)CC2)cc1,0.7%,2%,-68%[20 µM],-0.9%,2%,5.4%,-18%,-1.2%,0%
NC(=O)c1ccc(-n2nnnc2SCC(=O)c2ccc(O)c(O)c2)cc1,0.1%,8%,21%,-0.1%,1%,-5.3%,-29%,18%,8%
O=C(COC(=O)c1ccc([N+](=O)[O-])o1)Nc1cccc2ccccc12,0.7%,9%,-36%,1.1%,-4%,1.4%,-5%,-0.9%,-5%
COc1ccccc1OCC(=O)N1CCNC1=O,1.2%,-7%,-46%,0.1%,-5%,-3.7%,-11%,0.7%,10%
S=C(Nc1ccccc1)N1CCN(c2ccc(N3CCOCC3)nn2)CC1,-1.0%,21%,-1%,0.2%,-9%,0.7%,-28%,2.3%,-12%
COc1cccc(NC(=O)[C@H](CC(C)C)NC(=O)[C@@H]2Cc3ccccc3CN2)c1,-0.1%,-38%,-25%,-0.1%,4%,4.7%,17%,0.0%,-4%
CCOc1ccc2ccccc2c1/C=N/NC(=O)CNC(=O)c1ccccc1O,0.4%,11%,28%,0.2%,-5%,-2.1%,-43%,-2.1%,-14%
CCOC(=O)Cn1nnnc1CN(Cc1ccc(OC)cc1)Cc1cc2cc(CC)ccc2[nH]c1=O,0.2%,-4%,33%,0.2%,-7%,2.9%,8%,-2.5%,-26%
Cc1cc(NC(=O)CSc2ncnc3ccccc23)no1,-0.1%,-2%,-48%,0.2%,-3%,2.1%,18%,0.3%,-4%
O=C(CCS(=O)(=O)c1ccc2c(c1)NC(=O)CS2)NCc1ccccc1Cl,0.2%,0%,-10%,-0.4%,-6%,-2.7%,-15%,0.4%,-1%
COCCn1nnnc1CN1CCC(O)(c2cccc(C(F)(F)F)c2)CC1,-0.2%,-3%,5%,-0.4%,2%,4.3%,8%,-0.5%,14%
CCCOC(=O)CN1C(=O)c2ccccc2C1=O,0.3%,-4%,-7%,-0.1%,-6%,34%,16%,1.7%,-10%
O=C1CCC(=O)N1c1nc2nc(-c3ccccc3)cc(=O)n2[nH]1,-0.1%,0%,-37%,-0.2%,-1%,4.7%,-7%,-0.2%,-10%
Cc1ccc(N(CC(=O)NC(C)(C)C)C(=O)CCC(=O)Nc2nccs2)c(C)c1,-0.2%,3%,-8%,-1.8%,0%,-0.5%,-18%,0.5%,7%
CCCNS(=O)(=O)c1cc2c3c(c1)CCN3C(=O)CC2,0.1%,8%,-23%,0.0%,-9%,-4.9%,-6%,0.9%,11%
CCCCC(=O)NC1=NC(=O)C(C)(C)S1,-0.1%,3%,12%,-0.1%,-2%,-1.8%,-30%,-0.1%,-4%
CCOC(=O)c1sc2cccc(F)c2c1N,-0.3%,-5%,14%,0.4%,-1%,0.6%,-16%,-0.7%,-7%
COc1ccccc1OCC(=O)Nc1ccc(S(=O)(=O)N(C)c2ccccc2)cc1,0.0%,12%,12%,-0.9%,-3%,-6.0%,26%,-1.4%,14%
CC1CCCN(Cc2nc3c(c(=O)n(C)c(=O)n3C)n2CCCc2ccccc2)C1 (stereo unspecified),1.9%,13%,8%,-0.1%,-3%,-0.9%,-18%,0.6%,1%
Cc1ccc(N2CC(C(=O)Oc3cccc(N4C(=O)CCC4=O)c3)CC2=O)cc1 (stereo unspecified),-0.5%,14%,-3%,0.3%,-5%,-1.7%,-26%,0.9%,-11%
O=[N+]([O-])c1cc(S(=O)(=O)C(F)(F)F)ccc1Sc1nc2ccccc2[nH]1,-0.1%,19%,-46%,-0.8%,-10%,-3.9%,46%,-0.3%,-7%

# Ordered by the number under KOR beta-arrestin-2 (descending): some entries from above
SMILES	KOR beta-arrestin-1	West Nile virus CPE	NS5 inhibitors	KOR beta-arrestin-2	NOD1 NF-kB reporter	HIV fusion peptide	GPR35 arrestin U2OS
CCCOC(=O)CN1C(=O)c2ccccc2C1=O	-7%	-0.1%	-6%	34%	16%	1.7%	-10%
O=[N+]([O-])c1cc(S(=O)(=O)C(F)(F)F)ccc1Sc1nc2ccccc2[nH]1	-46%	-0.8%	-10%	-3.9%	46%	-0.3%	-7%
CCCNS(=O)(=O)c1cc2c3c(c1)CCN3C(=O)CC2	-23%	0.0%	-9%	-4.9%	-6%	0.9%	11%

# (further entries)
SMILES,GPR55 beta-arrestin,GPR55 LPI antagonism,KOR beta-arrestin-1,West Nile virus CPE,NS5 inhibitors,KOR beta-arrestin-2,NOD1 NF-kB reporter,HIV fusion peptide,GPR35 arrestin U2OS
CO/N=C/NC(=O)c1c(OC)ccnc1Oc1cccc(C(F)(F)F)c1,0.2%,19%,-8%,-0.6%,-6%,-3.0%,-10%,-0.6%,8%
Cc1c(C(=O)N2CCCC2)c(S(=O)(=O)Nc2ccccc2Cl)c(C)n1C,-0.3%,4%,-36%,0.3%,-2%,-6.2%,-12%,-0.7%,-5%
CCCCOc1ccc(NC(=O)c2cnc(C)cn2)cc1,0.2%,8%,-5%,-0.4%,2%,6.6%,-16%,-0.8%,15%
Cc1ccc(S(=O)(=O)c2c(C)nn(-c3ccccc3)c2OC(=O)c2ccco2)cc1,-0.3%,2%,6%,-0.5%,0%,2.6%,-7%,1.3%,5%
COc1ccc(CN(C(=O)c2cccc(OC)c2)C2CCS(=O)(=O)C2)cc1 (stereo unspecified),0.2%,-2%,18%,-0.2%,/,7.1%,-3%,-0.2%,4%
COc1ccc(N=Nc2[nH]c3ccc(C)cc3c2O)cc1,0.0%,-3%,-30%,-0.1%,-7%,2.9%,-29%,-2.1%,-3%
O=C(CN1CCN(c2ccc(F)cc2)CC1)Nc1cccc(C(F)(F)F)c1,-0.3%,6%,0%,-0.4%,1%,0.1%,4%,-0.3%,-4%
CN1C(=O)C2(C(C#N)=C(N)Oc3c2oc(CO)cc3=O)c2ccccc21 (stereo unspecified),0.0%,8%,13%,1.4%,-3%,-5.8%,-20%,1.7%,-4%
CCc1sc(/C=C(/C#N)C(N)=S)cc1[N+](=O)[O-],0.5%,3%,-7%,0.2%,34µM*,-2.4%,-7%,24%,-25%
